# Bioassay records from PubChem BioAssay.
# 14-3-3g Raf – 14-3-3 gamma protein interaction modulation; AID 422; inhibition, % at 40 µM; P61981; actives 0.19% (n = 160,000); FP, 14-3-3gamma / TMR-pS259-Raf peptide binding; in the data active = inhibition above about 30%;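 also: 0% = protein plus tracer without compound and 100% = blank with tracer alone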
# Target sequence (P61981 whole entry, looked up): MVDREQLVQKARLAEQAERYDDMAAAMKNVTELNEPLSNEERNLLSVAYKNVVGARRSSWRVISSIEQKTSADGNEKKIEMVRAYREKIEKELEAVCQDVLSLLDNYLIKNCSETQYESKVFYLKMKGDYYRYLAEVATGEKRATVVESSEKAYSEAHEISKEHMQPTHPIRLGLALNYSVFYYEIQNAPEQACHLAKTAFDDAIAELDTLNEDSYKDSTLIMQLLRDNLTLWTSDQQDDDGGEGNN
# The depositor's hits bear a star; & = joins results of further samples.
Structure,14-3-3g Raf
Cc1ccc(N2C(=O)C3ON(c4ccccc4)C(c4ccc(N(C)C)cc4)C3C2=O)cc1 (centres undefined),4
O=C1c2oc3ccc(Br)cc3c(=O)c2C(c2cccnc2)N1Cc1ccco1 (centres undefined),0
Cn1c(CCNC(=O)Cc2ccccc2)nc2ccccc21,7
Cc1ccc(CNC(=O)C(NS(=O)(=O)c2cccs2)c2ccccc2)cc1 (centres undefined),-49
O=[N+]([O-])c1ccc(N2CCCC2)cc1N1CCN(CCO)CC1,-3
COc1ccc(Nc2cc(C)nc3nc(C)nn23)c(OC)c1,11
COc1ccc(CNC2=CC(=O)CC(C)(C)C2)cc1,-18
CC(C)(C)c1ccc(C(=O)Nc2c3c(nn2-c2ccc(Cl)cc2)CSC3)cc1,6
CCOC(=O)C1=C(C)N=C(/N=C/N(C)C)SC1c1ccccc1 (centres undefined),-1
CC(=O)c1c(C)[nH]c(C(=O)NCCc2ccccc2)c1C,-1
COc1cc(C2Nc3ccc(C(=O)c4ccccc4)cc3NC3=C2C(=O)CC(C)(C)C3)cc(I)c1O (centres undefined),-6
CCn1c(SCCCc2ccccc2)nc2c1c(=O)[nH]c(=O)n2C,-8
COc1ccc2nc(NC(=O)CCC(=O)OC3CCC(C)C(C)C3)sc2c1 (centres undefined),-1
Cc1cc(N)c2ccccc2[n+]1CCCCCCCCCC[n+]1c(C)cc(N)c2ccccc21,-7
O=C(COc1ccc(Br)cc1C(=O)Nc1ccc(Cl)cc1)NC1CC1,4
CCCCN(CC)C(=O)c1sc2nc(C)nc(N3CCC(C)CC3)c2c1C,10
CCCOC(=O)C1=C(C)N(C)C(=O)NC1c1cc(Cl)c(O)c(OC)c1 (centres undefined),-7
O=C(CSCC(=O)OCn1nnc2ccccc2c1=O)Nc1ccc(Cl)cc1,-9
CC1(C)CC(=O)c2sc(NC(=O)C(C)(C)C)nc2C1,2
Cc1ccc(CNC(=O)C(NS(=O)(=O)c2ccc(Br)s2)c2ccccc2)cc1 (centres undefined),-10
CCc1ccc(CNC(=O)c2cc(=O)[nH]c3ccccc23)cc1,-68
COC(=O)c1ccc(C2NC(=O)NC(C)=C2C(=O)N(C)C)cc1 (centres undefined),-9
O=C(Cc1nncn1-c1ccccc1)c1ccc(O)cc1O,14
COC(=O)C1=C(C(=O)OC)SC(=C2C(=S)C(C)(C)N(C(=O)c3ccccc3)c3c(C)cc(C)cc32)S1,8
O=C(NCc1ccc(C(=O)NCc2ccco2)cc1)c1ccc2c(c1)OCO2,6
C=C/C(C)=C/[C@@]1(C)SC(=O)C(C)=C1O,-6
CC1CCN(C(=O)CN(CCc2ccccc2)S(C)(=O)=O)CC1,-7
Cc1cccc2oc3cc(N4CCCCC4)c4c(=O)c5ccccc5c(=O)c4c3[nH]c12,-5
O=S(=O)(C/C(=C/CO)S(=O)(=O)c1ccccc1)c1ccccc1,0
OC1(c2ccccc2)CNCCc2ccccc21 (centres undefined),1
CCOC(=O)c1cc([N+](=O)[O-])sc1NC(=O)c1ccc(S(=O)(=O)N2CCOCC2)cc1,-76
COc1cccc(NC(=O)C2CCCN(S(=O)(=O)c3cccc4nonc34)C2)c1 (centres undefined),-49
Nc1nc(CN2CCN(c3ccc(F)cc3)CC2)nc(N2CCCc3ccccc32)n1,-4
CCc1ccc(NC(=O)CN2C(=O)c3ccccc3Sc3ccc(C(=O)N4CCCC4)cc32)cc1,-75
COC(=O)c1cc(C(=O)OC)cc(N2C(=O)CC(Sc3nc(C)cc(C)n3)C2=O)c1 (centres undefined),-4
O=C(CSc1nc2c(cnn2-c2ccccc2)c(=O)[nH]1)N1CCOCC1,-9
CC(C)NC(=O)c1n[nH]c(=O)c2ccccc12,-7&-5
Cc1ccccc1C(=O)NC1CCN(CC(=O)Nc2nccs2)CC1,-9
CCN(CC)c1ccc(NS(=O)(=O)c2ccc3c(c2)oc(=O)n3C)c(C)c1,-6&-2
O=C(Nc1ccccc1[N+](=O)[O-])c1cccc(S(=O)(=O)N2CCc3ccccc32)c1,-5
Cc1c(Cl)cccc1NC(=O)CCCCCN1C(=O)CCC1=O,-2
Cc1ccc(CCN2C(=O)CCC2(C)C(=O)NC2CCCC2)cc1 (centres undefined),4&-2
CC(=O)Nc1ccc(N2C(=O)CSC2c2ccc3c(c2)OCO3)cc1 (centres undefined),12
CCOc1ccc2nc(NCCNC(=O)Nc3ccccc3)c(C#N)cc2c1,-10
COc1ccc2oc(=O)c(C(=O)Nc3cccc([N+](=O)[O-])c3)cc2c1,-20
CC(C)Cn1cc(C(=O)NCCCN2CCCC2)c2c3ccccc3n(C)c2c1=O,-4
CCCCOCCCNC(=O)Cc1ccccc1OC,-3
CCN(CC)c1nc(-c2ccccc2O)nc2ccccc12,8
Cc1ccc(-c2nc3cc(Cl)ccc3o2)cc1NC(=O)c1ccccc1,-132
COc1ccc(CNC(=O)CC2Nc3c4ccccc4nc(=S)n3C2=O)cc1 (centres undefined),-5
O=S(=O)(Nc1nc2ccccc2nc1Nc1ccccc1)c1ccc(Cl)cc1,3
Cc1ccc(S(=O)(=O)N(CC(=O)NC(C)c2ccccc2)Cc2ccccc2)cc1 (centres undefined),-1
Cc1ccccc1NC(=O)c1ccc(F)c(S(=O)(=O)NCCc2ccccc2)c1,-2
COc1cc(-n2nnnc2SCC(=O)N2CCN(c3ccc(F)cc3)CC2)c(OC)cc1Cl,0
CCOCCCNCc1ccc(C)cc1,1
O=C(CCCC1=NS(=O)(=O)c2ccccc2N1)N1CCN(Cc2ccccc2)CC1,-3
CCC(C)(C(=O)NC1CCCC1)N(C)C(=O)c1ccccn1 (centres undefined),0
COc1ccc(S(=O)(=O)CCC(=O)NCCc2cccc(C)c2)cc1,-5
COc1cc(OC)c(C2C=C(c3ccc(Cl)cc3)Nc3nnnn32)cc1OC (centres undefined),4
Cc1nnc(NC(=O)C2CCCO2)s1 (centres undefined),-11

# Overlap with the part before: 5 compounds, followed by the next part.
SMILES,14-3-3g Raf
O=C(CCCC1=NS(=O)(=O)c2ccccc2N1)N1CCN(Cc2ccccc2)CC1,-3
CCC(C)(C(=O)NC1CCCC1)N(C)C(=O)c1ccccn1 (centres undefined),0
COc1ccc(S(=O)(=O)CCC(=O)NCCc2cccc(C)c2)cc1,-5
COc1cc(OC)c(C2C=C(c3ccc(Cl)cc3)Nc3nnnn32)cc1OC (centres undefined),4
Cc1nnc(NC(=O)C2CCCO2)s1 (centres undefined),-11
COc1cccc(NS(=O)(=O)c2ccc3[nH]cc(C(=O)N(C)C4CCCCC4)c(=O)c3c2)c1,-7
NS(=O)(=O)c1ccc(CCNC(=O)c2ccc3c(=O)n(Cc4ccc(Cl)cc4)c(=S)[nH]c3c2)cc1,-8
COc1cc(-c2ccc(NC(C)=O)c(OC)c2)ccc1NC(C)=O,-2
COc1ccc(OC)c(C(=O)CSc2nc3c(c(=O)n(C)c(=O)n3C)n2C(C)C)c1,-5
COc1cccc(OC)c1C(=O)Nc1nc2ccc3sc(C)nc3c2s1,-7
OCCCc1n[nH]c(=S)n1-c1ccccc1,-7
CCOC(=O)c1c(SC)nc(SC)c2c1CCC2,1
Cn1cc(Cl)c(-c2n[nH]c(=S)n2-c2ccccc2)n1,-1
COc1ccc(N=CC2=C(O)CCCC2=O)cc1,-2
Cc1[nH]c2ccccc2c1SCCNC(=O)c1cc2ccccc2oc1=O,-1
FC(F)(F)c1cc(-c2ccco2)nc(NCc2ccc(Cl)cc2)n1,-1
COc1ccc(-c2cc(C(F)F)n3ncc(C(=O)N4CCN(C(=O)c5ccco5)CC4)c3n2)cc1,1
COc1ccccc1NC(=O)CN1CCN(C2c3ccccc3-c3ccccc32)CC1,1
O=[N+]([O-])c1ccc(N2CCN(S(=O)(=O)c3cccc4cccnc34)CC2)cc1,-11
O=C(NCCCN1CCOCC1)c1cc(Sc2ccccc2C(F)(F)F)nc2ccccc12,-3
CSc1nc2ccccc2n1CCOc1ccc(Cl)cc1,-11
CCC(C)Sc1nc2c(c(=O)[nH]c(=O)n2C)n1Cc1ccc(Cl)cc1 (centres undefined),0
COc1ccccc1NC(=O)C1=C(C)Nc2sc(C(=O)c3ccccc3)c(N)c2C1c1ccccc1OC (centres undefined),-12
Nc1c(C(=O)NCc2ccco2)nnn1-c1ccccc1,6&4
COc1ccc(-n2nc3c(c2NC(=O)c2cc([N+](=O)[O-])ccc2Cl)CS(=O)(=O)C3)cc1,-2
CN(C1CCCCC1)S(=O)(=O)c1ccc2c(c1)c(=O)c(C(=O)N1CCCCC1)cn2C,-10
CCOC(=O)c1cc2c(=O)n3ccccc3nc2n(C)c1=NC(=O)c1cccnc1,-11
C/C(O)=C(/N=O)C(=O)Nc1ccccc1,-6
COc1ccc(C(C(=O)NC2CCCC2)N2CC(C)CC(C)C2)cc1 (centres undefined),-17
CN1CCN(c2cc(N3CCN(S(=O)(=O)c4ccc(Cl)cc4)CC3)ccc2[N+](=O)[O-])CC1,2
O=S(=O)(Nc1ccccc1N1CCOCC1)c1ccc(Cl)s1,-2
COc1ccc(CCNC(=O)CSc2nc(C)cc(C)n2)cc1OC,-3
COC(=O)C1=C(C)NC2=C(C(=O)CC(C)(C)C2)C1c1cc(OC)cc(OC)c1 (centres undefined),4
O=C(Nc1cccnc1Cl)c1nn2c(C(F)(F)F)cc(-c3cc(Br)cs3)nc2c1Br,-5
CCCOc1ccccc1NC(=O)c1c(-c2ccccc2)noc1C,-3
CC1CCN(C(=O)c2ccc(S(=O)(=O)N3CCOCC3)cc2)CC1,2
CC1(C)C(=O)OC(c2ccc(F)cc2)C2(CCCCC2)C1=O (centres undefined),-9
Cc1ccc(CN2C(=O)CSc3ccccc32)cc1,-3
O=C(CN1CCOCC1)OCCCc1ccccc1,-6&-6
CCC(CO)N=CC1=C(O)C(C(=O)c2ccccc2)CCC1=O (centres undefined),-1
CC1CCc2ccccc2N1C(=O)c1ccc(N2CC3CC(C2)c2cccc(=O)n2C3)c(NC(=O)c2cccc(C(F)(F)F)c2)c1 (centres undefined),-6
CCOc1ccc(-n2nc3ccc(NC(=O)c4ccc(C)c(C)c4)cc3n2)cc1,-5
COC(=O)c1ccccc1NC(=O)c1c(O)c2cccc3c2n(c1=O)CCC3,-1
Cc1ccc(N2C(=O)[C@@H]3[C@H](C2=O)C2c4ccccc4C=CN2[C@@H]3C(=O)c2ccco2)cc1 (some centres undefined),-86
CCN=C1SC(C(=O)Nc2ccc(F)cc2)CC(=O)N1CC (centres undefined),-2
Cn1ccnc1C(O)c1ccco1 (centres undefined),-3
CCOC(=O)CC(=O)CSc1ncc(C(=O)OCC)c(N)n1,-7
CS(=O)(=O)NCc1ccc(C(=O)NCc2ccccc2)cc1,-2
C=CCNC(=O)c1cc2c(=O)n3ccccc3nc2n(C(C)C)c1=N,-24
COC(=O)CN1CCN(C(=O)c2ccc(F)cc2)c2ccccc2C1,7
COc1ccccc1CC(=O)N1CCCC1,-6
COC(=O)c1c(NC(=O)CN2CCN(Cc3ccc4c(c3)OCO4)CC2)sc(C)c1C,2
COc1ccc(OCc2nc3ccccc3n2C(C)C)cc1,-9
Cc1cc(NC(=O)C(C)C)ncc1NC(=O)Cc1ccccc1,-6
Cn1c(=O)c2c(SCc3cccc(C(F)(F)F)c3)nc(-c3cccs3)nc2n(C)c1=O,-2
Cc1cccc(NC(=O)Cn2c(=O)n(-c3cc(C)cc(C)c3)c(=O)c3sccc32)c1,-3
O=C(CN1CCN(Cc2ccccc2)CC1)NC(=O)NCc1ccco1,-3
CC(=O)c1cccc(NC(=O)COc2ccc(Cl)c(C)c2)c1,-27
CCc1cc(=O)oc2cc3oc(C)c(C)c3cc12,1
O=C(COc1ccccc1)Nc1ccc(NC(=O)c2cccs2)cc1,-5
COCCNc1cc(C)nc2c3c(C)cc(C)nc3nn12,-10
COc1cccc(CN2C(=O)c3ccccc3Sc3ccc(C(=O)NCc4ccccc4)cc32)c1,-3
Cc1ccc(F)cc1NC(=O)c1cc2c(ccc3ccccc32)oc1=O,-11
CC(=O)c1c(C)cc(C)c(CSc2nnc(-c3ccco3)o2)c1C,2
COc1cccc(C2CC(c3cccs3)=NN2C(=O)CN2CCOCC2)c1OC (centres undefined),0

# A second format for three compounds above:
> Cc1c(Cl)cccc1NC(=O)CCCCCN1C(=O)CCC1=O
  14-3-3g Raf = -2

> Cc1ccc(CCN2C(=O)CCC2(C)C(=O)NC2CCCC2)cc1 (centres undefined)
  14-3-3g Raf = 4&-2

> CC(=O)Nc1ccc(N2C(=O)CSC2c2ccc3c(c2)OCO3)cc1 (centres undefined)
  14-3-3g Raf = 12

# Next section
SMILES,14-3-3g Raf
O=C(c1cc(=O)n(Cc2ccc(Cl)cc2)c2ccccc12)N1CCOCC1,-10
Cc1ccc2c(c1)N(CCC(=O)NCc1ccco1)C(=O)CO2,2
O=C(CCc1nc(-c2ccccc2F)no1)NCCN1CCOCC1,-8
Nc1ccc(Cl)cc1-n1nc(-c2ccc(F)cc2)c2ccccc2c1=O,5
Cc1cc(C)n(Cc2ccc(C(=O)O)o2)n1,-2
Cc1cc(C)n(Cc2ccc(C(=O)NCc3ccco3)o2)n1,6&-8
O=S(=O)(c1ccc(F)cc1)N1C=Cc2ccccc2C1c1c[nH]c2ccccc12 (centres undefined),-3
C=CCc1c(C)nc(SC(C)C)[nH]c1=O,-6
O=C(NCCCN1CCCCC1)C1CC(=O)N(CCc2ccccc2)C1 (centres undefined),-1
O=C(CSc1nc2ccc(N3C(=O)c4ccccc4C3=O)cc2s1)NCCOc1ccccc1,-9
COc1ccc(Cl)cc1NC(=O)c1cc(S(=O)(=O)N2CCN(c3cccc(C)c3)C(C)C2)ccc1F (centres undefined),-9

# Looked up above.
# 14-3-3g Raf result of `O=C(CSc1nc2ccc(N3C(=O)c4ccccc4C3=O)cc2s1)NCCOc1ccccc1` = -9
# 14-3-3g Raf result of `O=C(CCc1nc(-c2ccccc2F)no1)NCCN1CCOCC1` = -8

# Only part of the results is shown; count on the stated rates, not on these rows.
